Compound activity from PubChem.
PfHsp90 set2: growth inhibition of PfHsp90-expressing yeast, primary screen, antimalarial PfHsp90 inhibitor project, S. cerevisiae, BacTiter-Glo luminescence, single point, set 2. BacTiter-Glo ATP, 48 h; yeast lacking PDR1 and PDR3 efflux regulators. AID 504621, 2011. inhibition, % at 9.4 µM. 310,000 compounds, 0.32% hits;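 active means every replicate shows inhibition above about 80%, whatever the replicate mean, limit read from the data; inconclusive means mean inhibition reaches the set limit but some replicate falls short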;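 further: 0% = DMSO neutral controls and 100% = 20 µM radicicol positive controls; yeast relying on Plasmodium falciparum Hsp90 in place of its own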
Tat export inh: E. coli Tat export inhibitors, primary screen, MC4100, TorA-mCherry reporter, fluorescence, single point. 340,000 compounds, 0.036% hits. AID 488895, 2010. inhibition, % at 10 µM;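 active means mean replicate inhibition at least 50% and at least half of replicates individually reaching 50%; inconclusive means only one of the two criteria met; inactive means neither criterion met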;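 further: exported cargo escapes ClpAP degradation while cytoplasmic cargo is degraded and loses fluorescence; 0% = median of neutral control wells and 100% = median of NaSCN control wells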
Wnt bcat act: Wnt/beta-catenin pathway activators, primary screen, cell-based, plate reader, single point; 300,000 compounds, 1.2% hits; Wnt/beta-catenin reporter cell assay, activator; activation, % at 9.35 µM; in the data active means activation above about 30%, passing the limit was not always enough; inconclusive means no clear call, values can overlap the other calls;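 further: 0% = neutral control wells and 100% = positive control wells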
Rtt109 Vps75: inhibitors of C. albicans Rtt109/Vps75 HAT, primary screen, biochemical, ThioGlo CoA-SH fluorescence, plate reader | Histone acetyltransferase RTT109 (Candida albicans (strain SC5314 / ATCC MYA-2876)), … | purified Rtt109/Vps75, 4 h | inhibition, % at 34.9 µM | 330,000 compounds, 0.16% hits;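 active means inhibition of at least 50% in every replicate; inconclusive means best replicate reaches 50% inhibition but some replicates fall short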
phage Ecoli inh: growth loss of phage-infected E. coli, primary screen, RecBCD inhibitor project, absorbance, with phage, HTS; inhibition, % at 11.9 µM; 360,000 compounds, 0.26% hits; in the data active means inhibition above about 11%
DAGLB inhibitor: DAGLB lipase inhibitors, primary screen, biochemical, fluorescence, HTS. Diacylglycerol lipase-beta (Homo sapiens), Q8NCG7. inhibition, % at 5.17 µM. 340,000 compounds, 0.059% hits. HEK293T DAGLB membrane lysate, EnzChek fluorogenic substrate. AID 504411, 2011; in the data active means inhibition above about 34%;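 further: 0% = enzyme with vehicle and 100% = wells lacking enzyme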
Target sequence (Q8NCG7 whole entry, looked up): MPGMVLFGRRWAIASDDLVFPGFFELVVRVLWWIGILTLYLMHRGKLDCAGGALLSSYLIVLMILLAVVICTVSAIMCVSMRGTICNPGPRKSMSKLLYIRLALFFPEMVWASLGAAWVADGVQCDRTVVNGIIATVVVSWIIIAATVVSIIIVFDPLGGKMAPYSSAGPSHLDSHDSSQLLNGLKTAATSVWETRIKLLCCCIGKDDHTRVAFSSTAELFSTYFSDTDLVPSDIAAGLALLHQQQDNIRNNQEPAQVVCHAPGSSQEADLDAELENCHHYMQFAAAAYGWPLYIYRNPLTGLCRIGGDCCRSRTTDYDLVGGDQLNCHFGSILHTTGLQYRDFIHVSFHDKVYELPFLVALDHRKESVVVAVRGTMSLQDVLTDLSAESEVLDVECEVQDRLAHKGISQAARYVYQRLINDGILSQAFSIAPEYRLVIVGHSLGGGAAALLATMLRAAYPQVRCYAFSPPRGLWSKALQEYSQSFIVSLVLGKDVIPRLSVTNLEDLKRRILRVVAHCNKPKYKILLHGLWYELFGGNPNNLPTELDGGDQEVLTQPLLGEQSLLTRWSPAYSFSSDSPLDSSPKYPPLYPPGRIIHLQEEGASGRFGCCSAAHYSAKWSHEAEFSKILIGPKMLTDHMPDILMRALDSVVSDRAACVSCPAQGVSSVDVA
PvdQ inh: P. aeruginosa PvdQ acylase inhibitors, primary screen, biochemical, fluorescence, plate reader and imaging, single point | inhibition, % at 10 µM | purified PvdQ acylase | 340,000 compounds, 0.063% hits | PvdQ acylase [Pseudomonas aeruginosa LESB58]; in the data active means inhibition above about 30%, passing the limit was not always enough; inconclusive means no clear call, values can overlap the other calls;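 further: 0% = vehicle neutral wells and 100% = reference inhibitor wells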
CAL PDZ FP: CAL PDZ peptide-binding inhibitors, primary screen, biochemical, fluorescence polarization, Cer-tagged CAL PDZ, HTS | Golgi-associated PDZ and coiled-coil motif-containing protein (Homo sapiens), Q9HD26 | purified CAL PDZ, TMR-peptide fluorescence polarization, 1 h | inhibition, % at 20 µM | 330,000 compounds, 0.02% hits | AID 504414, 2011;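 active means highest replicate inhibition of at least 40%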;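 further: plate controls were DMSO neutral control wells for no effect and unlabeled competitor peptide control wells for full effect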
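Test system: tagged CAL PDZ domain / Buffer or medium: sodium phosphate/NaCl buffer pH 7.4 with TCEP, IgG, Thesit / Reagent: TMR-labelled reporter peptide T*-PRC34 bound in PDZ groove / Compound dosing: single point, 20 µM / Schedule: 1 h incubation at room temperature before polarization reading / Technique: fluorescence polarization (mP) / Benchmarks: unlabelled peptide, DMSO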
AddAB inh: growth inhibition of E. coli expressing H. pylori AddAB, primary screen, AddAB inhibitor project, absorbance. inhibition, % at 11.9 µM. 330,000 compounds, 0.29% hits. AID 435030, 2010; in the data active means inhibition above about 12%;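 further: 0% = vehicle wells of infected cells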
Ecoli viability: E. coli V3065 growth inhibition, primary screen, counter-screen for AddAB inhibitor project, absorbance, OD600; 18 h; inhibition, % at 11.9 µM; 330,000 compounds, 0.27% hits; AID 449728, 2010;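 active means inhibition above the campaign's mean inhibition across all tested compounds plus 3 SD, cut at about 9.9% in these data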;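 further: uninfected addAB+ strain grown without phage in ampicillin broth; 0% = DMSO wells and 100% = ciprofloxacin 0.95 µg/ml wells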
* hit, by the source's call; ? = inconclusive; . = no result given.

SMILES,CAL PDZ FP,Tat export inh,Wnt bcat act,PvdQ inh,DAGLB inhibitor,PfHsp90 set2,Rtt109 Vps75,phage Ecoli inh,Ecoli viability,AddAB inh
O=C(Oc1ccc(-c2cnc3ccccc3n2)cc1)c1ccco1,-0.1,-6,69*,-13,8,.,3,3.9,0.5,-1.7
O=C(CSc1cn(CC(=O)N2CCOCC2)c2ccccc12)N1CCOCC1,-2.9,-6,6,-5,-1,11,1,1.3,-2.9,0.8
Cc1cc(C)nc(N/N=C/c2cc(C)n(CC(F)(F)F)c2C)n1,0.4,-7,-1,-6,-3,-11,.,2.3,-0.5,0.9
N=c1c2c(-c3ccccc3)c(-c3ccccc3)n(Cc3ccco3)c2ncn1CCCN1CCOCC1,-1.6,8,-1,-3,3,.,12,0.9,-2.6,0.3
Cc1cc(N2CCCC2)ccc1/C=C1\NC(=S)N(C)C1=O,-2.5,2,54*,-10,-45,-15,4,2.6,-1.1,-0.1
O=[n+]1c2c(n([O-])c3c1CCCC3)CCCC2,.,-3,.,-4,0,.,-1,1.9,-1.2,0.4
Cc1c(NC(=O)c2cnn3c2NC(c2ccco2)CC3C(F)(F)F)c(=O)n(-c2ccccc2)n1C (stereo unspecified),0.6,-4,.,0,0,-5,-8,1.8,-1.4,2.2
CCOC(=O)c1cnc2cc(-c3ccc(Cl)cc3)nn2c1N,-0.8,3,21,-5,-3,-11,1,1.7,-2.1,0.9
NNC(=O)COc1ccc(-c2nccc(-c3ccc(F)cc3)n2)cc1,-1.6,1,2,10,-4,14,-13,2.0,-1.4,-0.6
Oc1ccc(-c2csc(Nc3ccc4c(c3)OCO4)n2)c(O)c1,-0.2,6,46*,-10,-2,16,14,0.4,.,.
O=C1CCC(=O)N1CNc1ccccn1,-1.8,-3,-1,9,-6,3,5,0.5,-0.2,1.4
O=C(COC(=O)C1CC(=O)N(c2ccc3c(c2)OCCO3)C1)NC1CCCc2ccccc21 (stereo unspecified),-0.8,-2,.,0,-4,-9,2,1.6,1.8,0.0
O=C(COC(=O)CN1C(=O)NC2(CCCC2)C1=O)Nc1ccccc1C(F)(F)F,-2.9,3,-3,-9,2,24,-4,1.6,0.1,1.2
COc1ccccc1NC(=O)CCCCCN1C(=O)c2cccc3cccc(c23)C1=O,-0.9,4,0,-10,-3,-10,0,1.2,-2.8,-1.5
Cc1cn(CC(=O)NCCN2CCOCC2)c(=O)[nH]c1=O,-0.6,2,-2,-15,-1,13,5,3.4,.,.
Cc1ccc2nsnc2c1N,0.4,-8,-1,-8,5,-15,5,-0.6,2.9,2.0
CCOC(=O)c1c(CN2CCOCC2)n(-c2ccccc2)c2ccc(O)cc12,-0.7,2,-8,-3,-1,.,-5,2.9,-1.4,0.2
CC(Oc1ccc(Cl)cc1Cl)C(=O)NCCCn1ccnc1 (stereo unspecified),-1.7,3,.,-12,6,12,6,1.2,-0.3,2.0
O=C(NCCCN1CCCC1=O)c1ccc(NS(=O)(=O)c2cccc([N+](=O)[O-])c2)cc1,-4.0,-4,-2,4,-3,.,11,1.8,0.8,-0.2
CC(=O)Nc1cc(NC(C)=O)cc(C(=O)OCC(=O)c2ccc3c(c2)OCO3)c1,-2.7,-4,5,-9,-2,.,0,2.2,1.0,-0.8
COc1ccc(NC(=O)c2ccccc2-c2ccc(C(F)(F)F)cc2)cc1S(=O)(=O)N1CCOCC1,-0.9,0,-3,2,-1,-5,0,2.9,-1.6,1.6
CCCCCCCC(=O)Nc1ccc(C(=O)N/N=C/c2cccc([N+](=O)[O-])c2)cc1,2.9,11,-5,-21,0,19,-1,3.5,2.1,4.5
COc1ccccc1OCc1cc(C(=O)NCc2ccc(N3CCCC3=O)cc2)no1,-2.5,20,4,-2,-1,0,6,1.4,3.8,3.4
COc1ccc(CN(C)Cc2cc(=O)oc3cc(C)c(C(C)C)cc23)cc1OC,-3.2,16,-2,-7,-9,-4,-10,0.3,-1.4,1.0
C/[N+]([O-])=C\c1coc2ccccc2c1=O,-0.1,0,0,2,-3,-12,1,1.3,1.1,1.4
COc1cccc(OCCn2cc(C(C)=O)c3ccccc32)c1,-0.4,9,-1,-8,-1,-13,6,1.6,-1.5,4.4
c1cncc(-c2nc(-c3cccs3)cs2)c1,-1.7,-4,0,-5,1,24,1,2.0,1.7,-1.0
CN(C(=O)CCN1C(=O)/C(=C/c2ccccc2F)SC1=S)C1CCS(=O)(=O)C1 (stereo unspecified),-0.7,-9,0,-3,2,-23,-2,2.0,-2.2,0.9
Cc1nc(-c2ccncc2)nc(NCCNc2ncccc2C(F)(F)F)c1Cl,-1.2,-14,0,-15,-8,10,0,1.4,-3.4,2.1
CCN(CC)/C(=N/O)NC(=O)NS(=O)(=O)c1ccc(C)cc1,1.0,1,0,6,-4,-8,3,1.6,2.2,2.6

Another view of part of the listing above:
The line under a structure holds: CAL PDZ FP, Tat export inh, Wnt bcat act, PvdQ inh, DAGLB inhibitor, PfHsp90 set2, Rtt109 Vps75, phage Ecoli inh, Ecoli viability, AddAB inh
- O=C(COC(=O)CN1C(=O)NC2(CCCC2)C1=O)Nc1ccccc1C(F)(F)F
    -2.9, 3, -3, -9, 2, 24, -4, 1.6, 0.1, 1.2
- COc1ccccc1NC(=O)CCCCCN1C(=O)c2cccc3cccc(c23)C1=O
    -0.9, 4, 0, -10, -3, -10, 0, 1.2, -2.8, -1.5

(continued)
SMILES,CAL PDZ FP,Tat export inh,Wnt bcat act,PvdQ inh,DAGLB inhibitor,PfHsp90 set2,Rtt109 Vps75,phage Ecoli inh,Ecoli viability,AddAB inh
CCc1c(C)nc(SCC(=O)N2CC(C)OC(C)C2)[nH]c1=O (stereo unspecified),-1.0,-4,-24,4,-2,-11,6,3.2,-0.2,4.4
O=C(O)c1cccc(Oc2ncnc3sc4c(c23)CCCC4)c1,-4.0,5,6,-6,4,10,-1,2.1,-0.3,-1.4
O=C(CSc1nc2ccccc2o1)c1ccccc1,-1.3,4,3,15,-13,-24,-4,3.0,0.2,3.7
CC(C)N1C(=O)S/C(=C\c2ccc(-c3ccc(Cl)c(C(=O)O)c3)o2)C1=O,-3.0,1,30,3,8,3,1,-4.9,-0.6,-0.9
CCOP(=O)(CN(CC)C(=O)c1ccccc1Br)OCC,-1.6,-4,1,-11,4,-28,-36,0.7,-0.3,-1.8
CCOc1ccccc1CNC(=O)CCNS(=O)(=O)c1ccc2[nH]c(=O)oc2c1,-1.8,6,-2,-11,0,7,4,-6.6,-1.2,-1.5
Cc1cc(C)cc(N2C(=O)C3C4C=CC(C4)C3C2=O)c1 (stereo unspecified),.,-7,.,-15,0,-28,1,3.0,-0.8,-1.0
CC(OC(=O)c1cccnc1Cl)C(=O)Nc1ccc2c(c1)OCO2 (stereo unspecified),-0.6,-8,0,-7,-1,.,-3,0.6,0.5,-0.7
CN(C)CCCN(C(=O)c1ccc(S(=O)(=O)N2CCc3ccccc3C2)cc1)c1nc2c(F)cccc2s1,-2.5,9,-1,-6,-1,-8,7,1.0,0.5,-1.4
CCc1ccccc1NC(=O)Nc1ccsc1C(=O)OC,-1.4,2,1,3,-1,11,-2,0.6,1.9,0.2
O=C(CNC(=O)c1ccc(Br)o1)Nc1ccc(N2CCCCCC2)cc1,-1.4,3,-3,-9,4,-29,6,7.2,.,.
Cc1ccc(C)c(S(=O)(=O)Nc2ccc(C(=O)NCC(c3ccco3)N(C)C)cc2)c1 (stereo unspecified),-2.5,1,-2,-16,-1,40,-8,-2.3,1.2,-1.7
COc1cccc(/C=C/C(=O)Nc2ccc3nc4n(c(=O)c3c2)CCCC4)c1OC,-2.0,-1,7,15,1,2,-7,2.5,-1.4,-0.9
CC(C)(C)c1ccc(OCCN2CCCC2)cc1,-2.2,-1,.,5,0,-13,.,0.1,0.2,1.8
O=C(Cc1ccc(F)cc1)N1CCOCC1,-0.7,-4,0,7,-5,4,29,2.2,-0.8,1.0
Fc1ccccc1COc1ccccc1/C=N/Nc1nc(N2CCCC2)nc(N2CCCC2)n1,-1.2,3,1,-16,-7,20,-4,0.2,3.4,-0.8
Cc1ccc(C(=O)NC2CCCC2)cc1S(=O)(=O)N1CCCCC1,-2.1,-5,5,-4,-1,22,2,1.4,-1.5,-0.6
O=C(NC(=S)Nc1ccccc1[N+](=O)[O-])c1ccccc1,0.0,0,?,-13,-3,-5,10,0.2,2.6,-0.7
CC(=O)c1c(C)oc2ccc(OCc3ccccc3)cc12,-0.6,4,9,-14,-14,-12,4,4.4,.,.
O=C(/C=C/c1ccco1)Nc1nc(-c2ccccn2)cs1,-0.6,-1,-2,-8,4,-8,4,-4.3,-8.3,-2.5
CC(=O)c1cccc(Nc2cc(C)nc3c(C)cc(C)cc23)c1,-2.8,-13,.,-2,2,17,-3,3.1,-3.3,1.1
C=C1CC2(CC(c3ccccc3)OC(c3ccccc3)C2)OC1=O (stereo unspecified),-0.2,-7,-10,-9,14,12,-1,2.5,.,.
O=c1cc(-c2ccccc2)[nH]n2cnnc12,-1.4,1,1,4,-1,-16,.,1.3,-2.6,-2.8
